RGS4 inh: inhibitors of human regulator of G protein signaling 4; Potency, µM (titrated, usually from 114 µM), inactives show at the highest dose activity change, negative = inhibition, hits mostly inhibitors; Transcreener GDP fluorescence polarization, RGS4-accelerated GTP hydrolysis; actives 0.039% (n = 390,000); note: potency is the fitted concentration of half-maximal effect; % is set by controls: 0 for no effect and ±100 for the full control effect; nearly all actives have a fitted effect of over 75% in size; some results filed as inactive show a strong effect at the top dose
Target sequence (P49798 whole entry, looked up): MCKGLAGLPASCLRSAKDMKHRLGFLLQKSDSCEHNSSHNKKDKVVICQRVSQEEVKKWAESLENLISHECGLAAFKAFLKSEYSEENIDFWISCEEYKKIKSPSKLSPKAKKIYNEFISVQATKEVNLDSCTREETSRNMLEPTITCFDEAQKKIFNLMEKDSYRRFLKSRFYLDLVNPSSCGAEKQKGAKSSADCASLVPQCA
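MLSMR compounds (23 nl, pin-transferred) preincubated 10 min at room temperature with a 500nM (2x) first reagent, then RGS4 at 900nM (2x) plus Transcreener GDP mix added; fluorescence polarization (620/688 nm) read before and after 90 min at 30 °C.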
TrxR1 substrate: rat thioredoxin reductase 1 substrate activity; Potency, µM (series often up to 114 µM), inactives show at the highest dose activity change, negative = substrate turnover; actives 0.01% (n = 390,000); purified TrxR1 substrate turnover, NADPH consumption readout; AID 588456; note: potency is the fitted concentration of half-maximal effect; % is set by controls: 0 for no effect and ±100 for the full control effect; nearly all actives have a fitted effect of over 50% in size
Target sequence (O89049 whole entry, looked up): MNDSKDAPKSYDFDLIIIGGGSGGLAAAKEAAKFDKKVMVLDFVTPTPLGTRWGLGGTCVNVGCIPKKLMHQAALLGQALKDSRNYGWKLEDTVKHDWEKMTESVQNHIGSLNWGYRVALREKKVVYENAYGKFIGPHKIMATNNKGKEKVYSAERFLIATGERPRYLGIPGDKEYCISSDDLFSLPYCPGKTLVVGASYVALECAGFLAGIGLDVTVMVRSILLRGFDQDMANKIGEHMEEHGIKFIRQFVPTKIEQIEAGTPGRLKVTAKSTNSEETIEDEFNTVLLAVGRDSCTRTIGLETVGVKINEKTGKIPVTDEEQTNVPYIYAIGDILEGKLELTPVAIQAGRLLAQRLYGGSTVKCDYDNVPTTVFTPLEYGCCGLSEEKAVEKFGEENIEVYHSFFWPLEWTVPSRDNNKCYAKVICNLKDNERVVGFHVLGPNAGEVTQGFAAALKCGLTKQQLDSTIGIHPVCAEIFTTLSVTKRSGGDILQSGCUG
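Rat TrxR1, dispensed at 90 nM, was prereduced with 400 uM NADPH (final) for 5 min at ~22 deg C, then incubated with compound 15 min before 400 uM selenite. A first-read NADPH fluorescence drop versus no-compound background flagged substrates.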
mIDH1 inhibitor: human IDH1 R132H inhibition | O75874 | IDH1-R132H enzyme, NADPH consumption, diaphorase/resazurin fluorescence | Potency, µM (doses to about 76.6 µM), inactives show at the highest dose activity change, negative = inhibition, most hits filed as inhibitors | actives 0.093% (n = 390,000) | AID 602179; note: potency is the fitted concentration of half-maximal effect; % is set by controls: 0 for no effect and ±100 for the full control effect; nearly all actives have a fitted effect of over 65% in size
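IDH1-R132H (0.5 ug/mL dispensed) in pH 7.5 Tris buffer was preincubated 30 min with compound, then given a substrate mix of 0.016 mM NADPH and 2 mM alpha-KG for 80 min at room temperature; remaining NADPH was read by diaphorase/resazurin fluorescence.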
LDHA block: inhibitors of human lactate dehydrogenase A; purified LDHA, NADH/diaphorase-resazurin fluorescence; stronger effect = lower value; activity change, % (values are at about 110 or 230 µM); actives 0.15% (n = 480,000); in the data active = activity change below about -30%; inconclusive = mostly about -25% to -30%;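 note: plate controls were DMSO wells for no effect and wells without enzyme for full effect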
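Human LDH5 at 2 nM final in Tris HCl pH 7.4 with 0.06 mM NADH and 0.2 mM pyruvate, reacted 5 minutes at room temperature. Remaining NADH coupled via diaphorase/resazurin; resorufin fluorescence read at 0 and 20 minutes, normalized to enzyme-free and DMSO wells.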
Vif-A3F inh: Vif-A3F binding inhibition. AID 602313. HeLa A3F-eYFP + Vif (tagged APOBEC3F with the HIV-1 protein that degrades it), YFP fluorescence increase. Potency, µM (doses to about 46.1 µM), for inactives: at the highest dose activity, negative = active. actives 0.2% (n = 390,000); note: potency is the fitted concentration of half-maximal effect; % of control where 0% means no effect; nearly all actives have a fitted effect of over 65% in size
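Fluorescence increase (Ex 488/Em 500-530) after overnight compound treatment at 37 deg C flags inhibition of Vif-driven A3F-eYFP loss in stable HeLa A3F-eYFP/Vif cells seeded overnight beforehand.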
TrxR1 inh: inhibitors of rat thioredoxin reductase 1; O89049; actives 1% (n = 390,000); recombinant rTrxR1, NADPH fluorescence consumption, selenite substrate; Potency, µM (highest dose often 114 µM), without a hit: at the highest dose activity change, negative = inhibition, actives largely listed as inhibitors; note: potency is the fitted concentration of half-maximal effect; % is set by controls: 0 for no effect and ±100 for the full control effect; nearly all actives have a fitted effect of over 65% in size
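Rat TrxR1 (90 nM in the dispensed reagent) was pre-reduced with 400 uM NADPH for 5 min at room temperature, then incubated with compound for 15 min. After 400 uM selenite was added, NADPH fluorescence (Ex 340/Em 450 nm) was followed for 8 min.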
GRP78 ERSR act: ER stress response induction in glioma. U87-MG GRP78 promoter luciferase reporter, 16 h. Potency, µM, inactives show at the highest dose activation, hits mostly activators. actives 0.02% (n = 420,000). AID 602332; note: potency is the fitted concentration of half-maximal effect; series mostly up to about 76 µM; % of control where 0% means no effect; nearly all actives have a fitted effect of over 35% in size
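Stably transfected U87-MG glioma cells carrying a GRP78-based luciferase sensor; 16 h compound incubation. Luminescence end-point read 10 min after Bright-Glo addition at room temperature.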
USP1-UAF1 inh: blocks the human USP1/UAF1 deubiquitinase complex. AID 743255. actives 0.23% (n = 390,000). recombinant USP1/UAF1, Ub-Rhodamine cleavage fluorescence. Potency, µM (highest dose often 57.1 µM), for inactives: at the highest dose activity change, negative = inhibition, usual class: inhibitors; note: potency is the fitted concentration of half-maximal effect; % is set by controls: 0 for no effect and ±100 for the full control effect; nearly all actives have a fitted effect of over 60% in size; inactives centre near -12
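High-throughput fluorogenic screen: 1nM USP1/UAF1 complex, Ub-Rho substrate 150nM final, 50mM HEPES pH 7.8 with 0.5mM EDTA, 0.1 mg/ml BSA, 1mM TCEP and 0.01% Tween-20.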
Vif-A3G inh: Vif-A3G binding inhibition; Q9HC16; HeLa A3G-eYFP + Vif (tagged APOBEC3G with the HIV-1 protein that degrades it), YFP fluorescence, overnight; Potency, µM (series often up to 46.1 µM), for the others: at the top dose activity, negative = active, most hits filed as inhibitors; actives 0.076% (n = 410,000);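 note: potency is the fitted concentration of half-maximal effect; % is set by controls: 0 for no effect and ±100 for the full control effect; nearly all actives have a fitted effect of over 60% in size; hits raise eYFP signal because A3G escapes Vif-driven loss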
Target sequence (Q9HC16 whole entry, looked up): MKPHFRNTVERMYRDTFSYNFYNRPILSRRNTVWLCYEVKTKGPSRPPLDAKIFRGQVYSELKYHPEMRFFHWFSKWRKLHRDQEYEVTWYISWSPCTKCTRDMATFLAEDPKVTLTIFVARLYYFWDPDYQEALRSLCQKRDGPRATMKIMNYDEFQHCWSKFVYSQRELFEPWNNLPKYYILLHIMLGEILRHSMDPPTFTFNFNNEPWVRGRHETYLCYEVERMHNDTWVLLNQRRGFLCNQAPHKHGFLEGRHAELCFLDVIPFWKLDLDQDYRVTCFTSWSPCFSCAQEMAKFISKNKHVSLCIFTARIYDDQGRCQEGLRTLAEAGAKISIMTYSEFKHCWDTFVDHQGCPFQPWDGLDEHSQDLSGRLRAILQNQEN
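Read-out is eYFP fluorescence (Ex 488/Em 500-530) from Vif-expressing HeLa A3G-eYFP cells; more signal means A3G escaped Vif-mediated degradation. Cells plated overnight, compound pinned in, incubated overnight at 37 deg C.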
* = called active by the depositor; ? = inconclusive; nt = not tested or not shown; & = joins results of further samples; [ ] = another dose, or the depositor's remark. Unless noted, calls come from the whole dose curve; as a rule, active = well fitted curve in the direction sought with a large enough effect; inconclusive = small, poorly fitted or top-dose-only effect, or another doubt; inactive = no such curve, though single readings can be large; an effect the other way counts as inactive or inconclusive. Some of the compounds tested (hit frequency here may not be typical).

SMILES	RGS4 inh	TrxR1 substrate	mIDH1 inhibitor	LDHA block	Vif-A3F inh	TrxR1 inh	GRP78 ERSR act	USP1-UAF1 inh	Vif-A3G inh
COc1ccc(-c2oc(=O)c3cc(OC)c(OC)cc3c2-c2cc(F)cc(OC)c2)cc1	9%	16%[57.1 µM]	-6%	-4	2%	27%[57.1 µM]	-1%	-25%	-4%
Cc1ccc2[nH]c3c(=O)n(CC(=O)N(C)c4cc(Cl)ccc4C)ncc3c2c1	-14%	-4%	-31%	-4	-4%	9%	-1%	-24%	0%
O=S(=O)(c1ccc(-c2cc(C(F)(F)F)on2)s1)N1CCCC1	-12%	-4%[57.1 µM]	4%	0	1%	-4%[57.1 µM]	-4%	-9%	-2%
CC1CCCCC1NC(=O)NC(=O)COC(=O)c1nccnc1N (stereo not drawn)	-11%	413%[activator]	1%	-3	2%	?	-7%	-17%	2%
CN(C)c1ccc(C=NNc2nc3c([nH]2)c(=O)n(C)c(=O)n3C)cc1	5%	14%[57.1 µM]	0%	-7	1%	22%[57.1 µM]	4%	5%	0%
O=C(Nc1ccc(-c2noc(CCc3ccccc3)n2)cc1)c1cccnc1	-34%	7%[57.1 µM]	1%	-2	1%	9%[57.1 µM]	-5%	-8%	-8%
CCc1ccc(NC(=O)COC(=O)C2(c3ccc(Cl)cc3)CCCC2)cc1	-18%	-7%	10%	1	-12%	5%	-5%	-21%	-3%
O=[N+]([O-])c1ccc(/C=C/c2ccncc2)cc1	12%	-4%[57.1 µM]	-4%	-6	-3%	4%[57.1 µM]	0%	?	-6%
Cc1ccc(C)c(NC(=O)CSc2c(C)n[nH]c2C)c1	-18%	8%[57.1 µM]	6%	1	-41%	16%[57.1 µM]	-3%	-16%	-5%
O=C(O)/C(=C/c1c(C(=O)O)[nH]c2cc(Cl)cc(Cl)c12)c1ccccc1	?	5%[57.1 µM]	nt	nt	nt	10%[57.1 µM]	?	nt	nt

(listing goes on)
SMILES	RGS4 inh	TrxR1 substrate	mIDH1 inhibitor	LDHA block	Vif-A3F inh	TrxR1 inh	GRP78 ERSR act	USP1-UAF1 inh	Vif-A3G inh
CCn1cc2nc(SCC(=O)Nc3ccccc3F)n(Cc3ccc(C)cc3)c(=O)c2n1	15%	-3%[57.1 µM]	3%	-10	4%	8%[57.1 µM]	-3%	-5%	1%
Cc1cc(=O)[nH]c(-n2ncc(C#N)c2N)n1	9%	8%[57.1 µM]	13%	-1	11%	20%[57.1 µM]	1%	-8%	1%
CCN1CCN(c2ccc(S(=O)(=O)N3CCOCC3)cc2NC(=O)c2ccc(C)cc2C)CC1	14%	1%	-1%	1	-1%	-1%	10%	-21%	-15%
COc1cc(C(=O)N2CCN(Cc3ccccn3)CC2)cc(OC)c1OC	-30%	-9%	-16%	-23	-5%	-4%	0%	-10%	-3%
C[C@@H]1CN([C@H](C)CO)C(=O)CCCn2nncc2CO[C@H]1CN(C)S(=O)(=O)c1ccc2ccccc2c1	nt	nt	3%	-9	-2%	nt	-5%	-4%	2%
COc1ccc(C)c2sc(N3CCN(C(=O)c4cccc(F)c4)CC3)nc12	-4%	5%[57.1 µM]	13%	2	-4%	0%[57.1 µM]	-1%	-18%	0%
O=C(/C=C/c1ccccc1)CC(O)(c1ccccc1)C(F)(F)F (stereo not drawn)	?	11%[57.1 µM]	9%	-6	-1%	?	?	?	?
COc1cc(NS(=O)(=O)c2ccc(NC(=O)CCC(=O)O)cc2)nc(OC)n1	23%[56.9 µM]	-1%	-6%	-15	-1%	16%	-3%	-13%	0%
Cc1ccc2c(c1)N(Cc1cccc(C#N)c1)C=NS2(=O)=O	3%	2%	12%	-9	-30%	13%	0%	-12%	0%
CCCNc1nc2nc3ccccn3c(=O)c2cc1C(=O)NCCN1CCOCC1	8%	313%[activator]	-3%	5	6%	48%[activator]	-3%	-3%	3%

Going on with the list:
SMILES	RGS4 inh	TrxR1 substrate	mIDH1 inhibitor	LDHA block	Vif-A3F inh	TrxR1 inh	GRP78 ERSR act	USP1-UAF1 inh	Vif-A3G inh
COc1ccc(C(C)=O)cc1CSc1nc2nc(C)cc(C)n2n1	-48%	-8%[57.1 µM]	7%	0	7%	12%[57.1 µM]	1%	-7%	-11%
CN(Cc1ccc(Br)cc1)CC(O)COc1cccc(Br)c1 (stereo not drawn)	1%	-4%	6%	-10	-7%	3%	-1%	-19%	-4%
O=C(O)c1ccccc1C(=O)Nc1ccccc1	2%	6%	4%	-5	-5%	14%	-2%	-7%	-1%
Cc1c(C(=O)N/N=C/c2cccnc2)sc(N)c1C#N	-5%	1%	4%	-7	?	5%	-3%	-7%	?
O=C(O)c1cc(=O)c2c(Cl)cc(Cl)cc2[nH]1	-1%[56.9 µM]	-8%[57.1 µM]	-7%	6	4%	?	-5%&5%&0%&-5%&-3%	-26%	0%
C[C@H](CO)N1C[C@H](C)[C@H](CN(C)C(=O)Nc2ccccc2)OCc2cnnn2CCCC1=O	nt	nt	1%	-7	-3%	nt	3%	-20%	3%
C[C@H]1CN([C@@H](C)CO)S(=O)(=O)c2ccc(Br)cc2O[C@H]1CN(C)C(=O)Nc1ccccc1F	nt	nt	23%	-1	-9%	nt	5%	-19%	1%
O=C(CSc1nc2ccccc2o1)N/N=C/c1ccco1	7%	0%	5%	2	-9%	33%	1%	-12%	0%
Cc1ccc2[nH]c(C(=O)N3CCN(C=O)CC3)cc2c1	-5%	-5%[11.4 µM]	11%	-2	-6%	15%	-3%	-12%	3%
O=C(Nc1ccc(-c2nc3ccccc3o2)cc1)C1CCCO1 (stereo not drawn)	-17%	49%[activator]	-1%	0	-4%	4%	-6%	-18%	4%

The listing continues:
SMILES	RGS4 inh	TrxR1 substrate	mIDH1 inhibitor	LDHA block	Vif-A3F inh	TrxR1 inh	GRP78 ERSR act	USP1-UAF1 inh	Vif-A3G inh
CC1CNC(=S)N(c2ccccc2)C1=O (stereo not drawn)	18%	2%[11.4 µM]	-5%	-6	8%	-1%[11.4 µM]	0%	-10%	1%
Cn1c(=O)n(C)c2cc(N3CCCCC3)c(NC(=O)Nc3ccc(Br)cc3)cc21	4%	-2%	?	-5	-1%	-2%	-5%	-6%	4%
Cc1cccc(-c2n[nH]c(=S)n2C)c1	3%	9%[57.1 µM]	6%	-11	-2%	-9%[57.1 µM]	-2%	-10%	-3%
Clc1ccc(CNC2CCCC2)cc1	-5%	6%	-5%	0	5%	20%	-4%	-4%	0%
COc1cccc(C(=O)C2CCCN(CC3=Cc4cc(OC)ccc4OC3)C2)c1 (stereo not drawn)	18%	8%[57.1 µM]	-1%	1	-28%	12%[57.1 µM]	-4%	-4%	1%
COc1ccc(C)cc1NC(=O)Cn1c(=O)oc2ccccc21	9%	-12%	-9%	-8	0%	-21%	-4%	-12%	-2%
COc1cccc(-c2noc(CCCC(=O)NCc3ccco3)n2)c1	-21%	9%	-7%	-2	-5%	-11%	2%	8%	5%
Cc1ccc(C)c(C(=O)CCC(=O)Nc2ccc(N3CCN(C)CC3)cc2C)c1	-16%	5%	13%	1	8%	-3%	0%	-9%	-8%
O=S(=O)(Nc1ncnc2sc3c(c12)CCC3)c1ccc2ccccc2c1	-21%	4%	4%	-14	-5%	7%	2%	-12%	-6%
CC(=O)Oc1ccc(C#C/C=C2\c3ccccc3C(=O)N2c2ccccc2)cc1	-30%	-3%	-6%[38.3 µM]	0	-10%	?	?	?	?

(continued)
SMILES	RGS4 inh	TrxR1 substrate	mIDH1 inhibitor	LDHA block	Vif-A3F inh	TrxR1 inh	GRP78 ERSR act	USP1-UAF1 inh	Vif-A3G inh
Cc1ccsc1C(C(=O)NC1CCCCC1)N(C(=O)c1csnn1)C1CC1 (stereo not drawn)	4%	6%	2%	-5	1%	6%	-2%	-20%	1%
CCOC(=O)c1c(NC(=O)c2noc3c2CC(C(C)(C)C)CC3)sc2c1CCCC2 (stereo not drawn)	?	-2%	9%	1	7%	-1%	-3%	?	3%
CCOC(=O)c1ccc2nc(C)c(CC)c(Cl)c2c1	21%	4%[57.1 µM]	1%	-6	-30%	11%[57.1 µM]	2%	-6%	2%
CCCCn1c(N)c(N(CCOC)C(=O)COc2ccc(Cl)cc2)c(=O)[nH]c1=O	-13%	1%[11.4 µM]	-8%	-2	4%	9%[11.4 µM]	-3%	-23%	-5%
CC(C)CC(NC(N)=O)C(=O)Nc1ccc(Oc2ccccc2)cc1 (stereo not drawn)	23%	1%	-1%	-7	18%	18%	-5%	-20%	-1%
Cc1cc(C(=O)N2CCCC2C(=O)O)c(C)o1 (stereo not drawn)	8%	-2%	6%	-7	-7%	-5%	-2%	-12%	3%
CC(=O)Nc1ccc2c(c1)nc(C)n2Cc1ccccc1	-14%	-4%	-5%	1	-6%	15%	1%	-7%	-4%
O=[N+]([O-])c1ccc(C(O)CNC(=S)Nc2ccccc2)cc1 (stereo not drawn)	18%	0%[57.1 µM]	-6%	-14	14%	-9%[57.1 µM]	-1%	-23%	1%
CN1C(=O)C(CC(N)=O)N(NC(=O)c2ccc(Cl)cc2)C1=S (stereo not drawn)	21%	-7%	8%	11	1%	10%	-2%	-1%	0%
CCOC(=O)C1(Cc2ccccc2C)CCCN(C(=O)COC)C1 (stereo not drawn)	-1%	-4%	3%	-6	-1%	-13%	7%	2%	2%
